Peg3 promoter: Peg3 promoter-driven luciferase inhibitors, primary screen, cell-based, HeLa, luciferase luminescence | HeLa PEG-Prom luciferase reporter, overnight | inhibition, % at 20 µM | 360,000 compounds, 1.7% hits;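 active = inhibition of at least 50% at 20 µM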
LMP1 NFkB inh: EBV LMP1-driven NF-kappaB luciferase reporter inhibitors, primary screen, cell-based, luminescence, single point; LMP1-induced NF-kappaB luciferase reporter cells; inhibition, % at 12.5 µM; 350,000 compounds, 0.69% hits; AID 504558, 2011; in the data active = inhibition above about 41%;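 note: 0% = neutral control wells and 100% = reference inhibitor control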
HIF-2a inh: HIF-2a reporter inhibitors, primary screen, luminescence, 786-0 RCC cells; 786-0 RCC cells HIF-2a reporter, luciferase luminescence, overnight; AID 624352, 2012; 360,000 compounds, 0.72% hits; inhibition, % at 18.8 µM;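 active = inhibition of the luminescence signal of 40% or more relative to plate controls, in a single-dose primary screen at 18.75 µM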
TRAIL sens C8: viability loss with TRAIL in NB7+C8 cells, primary screen, TRAIL sensitizer project, cell-based, ATPlite luminescence | inhibition (viability loss, TRAIL sensitization), % at 10 µM | 360,000 compounds, 1% hits;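 active = compounds causing at least 50% loss of cell viability in the single-dose screen, relative to plate controls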
KKLEB cytotox: cytotoxicity in KKLEB CF airway cells, primary screen, cytotoxicity control for CF NF-kB inhibitor project, cell-based, uHTS, fluorescence assay plates; KKLEB CF airway cells viability, ATPlite luminescence, overnight; hits give low values; cells stimulated with P. aeruginosa culture filtrate; activity change (cytotoxicity), % at 5 µM; 360,000 compounds, 0.36% hits;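 active = corrected activity change at or below -50% at 5 µM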
hiPSC survival: enhancers of single-cell hiPSC survival, primary screen, ATPlite luminescence; 100% = ROCK inhibitor wells, 0% = DMSO; survival enhancement, % at 20 µM; 360,000 compounds, 0.044% hits; AID 602274, 2012; in the data active = survival enhancement above about 18%;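 note: cells exposed to compounds for 16 hours before the ATP read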
Shn3 inh set2: reduction of Shn3 3'UTR firefly luciferase signal, primary screen, Schnurri-3 inhibitor project, cell-based, Clone20 osteoblasts, set 2; Clone20 osteoblast Shn3 3'UTR firefly luciferase, 24 h; inhibition, % at 12.5 µM; 360,000 compounds, 0.52% hits; AID 588674, 2011;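 active = mean inhibition of at least 75% with every replicate also reaching 75%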;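 note: 0% = median of neutral control wells and 100% = pilot-screen positive control compound; some compounds past the cut are filed as inactive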
CF NFkB inh: inhibitors of PAF-induced NF-kB signaling, primary screen, cell-based, GFP fluorescence, uHTS; 360,000 compounds, 0.86% hits; KKLEB NF-kB-GFP reporter, GFP fluorescence overnight; inhibition, % at 5 µM;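 active = at least 50% inhibition at 5 µM, scaled per plate between neutral and stimulator controls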;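 note: PAF is a Pseudomonas aeruginosa culture filtrate used as stimulus; plate controls were PAF-stimulated DMSO wells for no effect and unstimulated DMSO wells for full effect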
NR2E3 ag-1: NR2E3 agonists in two-hybrid cells, primary screen, cell-based, luminescence, CHO-S, Gal4-NCOR/VP16-NR2E3; 360,000 compounds, 0.35% hits; inhibition of corepressor binding, % at 3.98 µM; Photoreceptor-specific nuclear receptor (Homo sapiens), Q9Y5X4; AID 602229, 2012; luciferase;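 active = inhibition above the mean of all tested compounds plus 3 SD, cut at about 70% in these data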;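 note: 0% = DMSO with NR2E3 transfected cells and 100% = cells lacking NR2E3 construct; higher means lower luciferase signal from less NR2E3 corepressor binding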
Target sequence (Q9Y5X4 whole entry, looked up, the tested form may be a part): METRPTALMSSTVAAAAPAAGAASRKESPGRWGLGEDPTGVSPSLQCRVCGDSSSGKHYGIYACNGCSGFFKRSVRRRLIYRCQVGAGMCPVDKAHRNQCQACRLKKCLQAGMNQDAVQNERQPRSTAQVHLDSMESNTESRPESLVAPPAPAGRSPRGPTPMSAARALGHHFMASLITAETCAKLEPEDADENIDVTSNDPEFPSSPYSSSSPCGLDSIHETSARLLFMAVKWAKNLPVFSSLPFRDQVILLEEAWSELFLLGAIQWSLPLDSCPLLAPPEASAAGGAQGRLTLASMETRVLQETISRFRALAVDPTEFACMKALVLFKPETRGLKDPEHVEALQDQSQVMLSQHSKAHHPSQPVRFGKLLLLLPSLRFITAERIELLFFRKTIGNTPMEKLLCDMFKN
NR2E3 ag-2: inhibitors of NR2E3-RetCOR corepressor binding, primary screen, NR2E3 agonist project, biochemical, TR-FRET, GST-NR2E3, biotin-RetCOR. inhibition of corepressor binding, % at 4.78 µM. Photoreceptor-specific nuclear receptor (Homo sapiens), Q9Y5X4. 320,000 compounds, 0.12% hits. AID 2300, 2010. 1536-well;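 active = percent inhibition above the cutoff of mean plus 3 SD of all tested compounds, set per screening campaign, cut at about 20% in these data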;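 note: 0% = DMSO wells and 100% = biotin wells as full block of FRET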
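System: GST-NR2E3 and biotin-RetCOR proteins; probe or stimulus: 7 nM biotin-RetCOR; doses: compound at 4.8 µM, single dose; schedule: Compound–protein incubation for 5 h at 4 °C; detection: time-resolved FRET; read-out: percent inhibition; controls: biotin wells as high control, 0.6% DMSO wells as low control; format: 1536-well plates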
TRPM1 prom inh: inhibitors of MITF-dependent TRPM1 promoter reporter, primary screen, cell-based, SK-MEL-5, single point, luciferase. 330,000 compounds, 0.83% hits. SK-MEL-5 TRPM1 promoter luciferase, 24 h. inhibition, % at 12.5 µM;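 active = mean inhibition across replicates of 60% or more, whatever share of single replicates reaches that level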; note: values of inactives mirror those of a sister screen read the other way
Starred values were filed as active, the others as inactive; x = no result given.

Values run as follows: LMP1 NFkB inh | hiPSC survival | HIF-2a inh | CF NFkB inh | NR2E3 ag-2 | Shn3 inh set2 | KKLEB cytotox | Peg3 promoter | NR2E3 ag-1 | TRPM1 prom inh | TRAIL sens C8
COc1ccccc1N(CC(=O)NCc1ccccc1)S(=O)(=O)c1cccs1
 : -4 | 6.5 | 19 | -2 | x | 0 | -4 | 10 | 18 | x | 14
CC1CCCN(C(=O)Cc2cccc3ccccc23)C1 (centres undefined)
 : 0 | 0.4 | -2 | -2 | 7 | -19 | 2 | -6 | 10 | -5 | 9
CCn1c(O)c(N=NC(=O)C2C(=O)NCC2c2ccccc2)c2ccccc21 (centres undefined)
 : 1 | 2.4 | 3 | 5 | 0 | -7 | 7 | 11 | -9 | 14 | -10
CCOc1ccc(C(=O)Nc2ccc(S(=O)(=O)Nc3cc(C)on3)cc2)cc1
 : 4 | 1.0 | 10 | 5 | -2 | -6 | 9 | 1 | -32 | -1 | -1
CCCOc1ccc(-c2c(C(=O)N/N=C/c3ccc(C)cc3)nnn2-c2nonc2N)cc1
 : x | -0.3 | 17 | -2 | 2 | 10 | 10 | 6 | -9 | x | 5
CCOC(=O)CCC(NC(=O)CCCC(=O)NC(CCC(=O)OCC)C(=O)OCC)C(=O)OCC (centres undefined)
 : 2 | 4.7 | 10 | 13 | 0 | 8 | 3 | 13 | -4 | 12 | -12
CN(C)C1=NC[C@H](Cc2ccccc2)N1CCc1cccc(F)c1
 : 2 | 0.1 | -7 | 5 | -2 | 13 | 1 | 3 | 7 | -1 | 5
O=C1CN(C(=O)COC(=O)c2ccc(Cl)cc2)c2ccccc2N1
 : -2 | -0.5 | 7 | -10 | x | -6 | 11 | -14 | -5 | 4 | 0
CSc1ccccc1NC(=O)c1ccco1
 : 0 | 2.4 | -9 | 6 | -2 | 7 | -2 | -17 | -2 | 2 | -8
CCOc1cc2[nH]c(=O)n(CCCN3CCN(c4ccc(OC)cc4)CC3)c(=O)c2cc1OCC
 : 3 | -0.6 | 21 | 6 | 4 | 30 | -1 | 15 | -17 | 20 | -2
O=C(O)C[C@H]1c2cc(C(F)(F)F)ccc2S(=O)(=O)N1C1CCCC1
 : -1 | -2.8 | 4 | 12 | 3 | -14 | -4 | -6 | 16 | -7 | -2
COc1ccc(CNC(=O)c2[nH]c(C)c(C(C)=O)c2C)cc1
 : -1 | -0.3 | -8 | 11 | 0 | 2 | -2 | -7 | -11 | -8 | -8
CCN(CC)CCn1c2c(c(SCC(=O)Nc3cc(C)ccc3C)nc1=O)CCC2
 : 0 | -0.2 | 12 | -1 | -1 | 9 | -1 | -9 | 5 | -1 | -12
O=C(COC(=O)Cc1ccc(S(=O)(=O)N2CCOCC2)s1)Nc1ccc(F)cc1F
 : -3 | -0.4 | 4 | -13 | x | -16 | -3 | 8 | -16 | -3 | 6
Clc1cccc(N2CCN(c3nnnn3-c3ccccc3)CC2)c1
 : -10 | -0.7 | 17 | 18 | 1 | 6 | -8 | 21 | -10 | -5 | 8
O=C(COC(=O)/C=C/c1ccc([N+](=O)[O-])cc1)NCc1ccccc1
 : -7 | 0.8 | 18 | 4 | -1 | 4 | -8 | -1 | 1 | 10 | 2
CCOC(=O)c1ccc(NC(=O)c2nc(S(=O)(=O)Cc3ccccc3)ncc2Cl)cc1
 : 10 | 20* | 89* | 95* | 4 | 96* | -66* | 110* | -9 | 78* | 78*
NC(N)=NS(=O)(=O)c1ccc(NC(=S)NC(=O)/C=C/c2cccs2)cc1
 : 0 | -1.3 | -2 | 7 | -6 | -18 | -14 | 4 | -27 | 18 | 0
Cc1ccc(C)c(-c2nnc(NC(=O)c3ccc([N+](=O)[O-])o3)o2)c1
 : 6 | 0.0 | 2 | -13 | 4 | 30 | -7 | 43 | -6 | 34 | 24
O=C(c1ccc(F)cc1)N1CCCCC(Sc2nnnn2-c2ccccc2)C1=O (centres undefined)
 : 9 | 6.4 | -17 | -9 | -2 | 0 | 3 | -11 | 4 | -10 | 4
C=CCOc1ccc(CNc2ccc(NC(=O)CC(C)C)cc2)cc1OC
 : 7 | -0.5 | 21 | -4 | -6 | -9 | 4 | -6 | -32 | -5 | -6
CC1=NN(C(N)=S)C(=O)C1N=Nc1ccccc1C (centres undefined)
 : 2 | 0.5 | -115 | -29 | -5 | -5 | -3 | -134 | 74* | -5 | -7
COc1cc(/C=C2/C(=N)N3C(=NC2=O)SN=C3S(C)(=O)=O)ccc1OC(=O)c1ccco1
 : -6 | -0.5 | 1 | 2 | 1 | 10 | 11 | 10 | -2 | -6 | 7
CCSc1nnc(-c2ccc(S(=O)(=O)N3CCCC3)cc2)n1C
 : -3 | -1.6 | 13 | 4 | 5 | -2 | -1 | -4 | -5 | 3 | -2
C[C@H]1COC(=O)[C@H](CC(=O)OC(C)(C)C)C/C=C\C[C@@H](CC(=O)N[C@H](CO)Cc2ccccc2)C(=O)N1
 : 2 | 1.6 | 0 | -3 | x | 7 | -4 | -1 | 10 | -8 | -10
C=CCOc1ccccc1CNc1ccccc1C
 : -4 | -0.7 | -23 | -5 | -2 | -32 | -1 | -11 | -9 | 3 | -3
COc1ccc(NC(=S)NC2CCCCCC2)c(OC)c1
 : -14 | -2.1 | -23 | 5 | -2 | 2 | 6 | 0 | 1 | -11 | -9
COc1ccc(CCN=C(C)c2cc(C)c(C)cc2O)cc1OC
 : 7 | -0.4 | 5 | -4 | 1 | 17 | -1 | 7 | -15 | 0 | -4
CN(Cc1ccco1)S(=O)(=O)c1nnc(NC(=O)c2cccc(Cl)c2)s1
 : 0 | -0.6 | -105 | 2 | 7 | 3 | 6 | -50 | -6 | -9 | -5
c1ccc(CN2CCc3[nH]c4ccccc4c3C2)cc1
 : -4 | -0.6 | 2 | -21 | x | 10 | 6 | -18 | -1 | -10 | -14
O=C(NCCOc1ccccc1F)c1ccccc1SCc1ccc(F)cc1
 : 19 | -0.6 | 17 | 5 | 2 | -12 | -8 | 1 | -20 | 19 | 6
CCOC(=O)c1cc(NC(=O)N(C)C2CCCCC2)c(C)nc1C
 : 1 | 0.3 | 3 | -2 | -4 | -14 | 3 | 5 | 16 | -8 | 15
O=C(/C=C/c1cccs1)NCc1cccs1
 : x | -0.2 | -151 | 4 | 0 | -22 | 10 | -79 | -14 | x | -14
C=C1[C@H](C)CN[C@H]1CCO
 : -5 | 0.0 | -4 | 11 | x | -13 | 7 | -6 | -17 | 2 | -2
CCOC(=O)Cn1c(N)c(C(=O)OC)sc1=S
 : 3 | 1.3 | -8 | -3 | 2 | -7 | 4 | 13 | -13 | -3 | -3
Cc1ccc2nc(-c3ccc(Br)o3)oc(=O)c2c1
 : -4 | -1.1 | -26 | -2 | 5 | -8 | 17 | 3 | -7 | 1 | -1
COC(=O)c1cc(NC(=O)c2ccccc2)c(=O)oc1C
 : -3 | 4.2 | -38 | -7 | 1 | -29 | 4 | -25 | 8 | -5 | -6
Nc1c(Cl)ncnc1Nc1ccc(C(=O)O)cc1
 : 1 | -0.1 | 5 | 9 | x | -26 | -9 | 8 | 4 | -3 | 4
Cc1ccc(C(=O)NNC(=O)CCC(=O)NCc2ccccc2)cc1Br
 : 2 | 0.3 | 3 | -7 | x | 12 | -1 | 1 | -14 | -1 | 1
Cn1c(=O)[nH]c(=O)c2c1nc(CN1CCOCC1)n2CCCO
 : 3 | -0.1 | 3 | 14 | 2 | -18 | 3 | 3 | -10 | -15 | -9

Whole records, looked up by structure. Values in the order: LMP1 NFkB inh | hiPSC survival | HIF-2a inh | CF NFkB inh | NR2E3 ag-2 | Shn3 inh set2 | KKLEB cytotox | Peg3 promoter | NR2E3 ag-1 | TRPM1 prom inh | TRAIL sens C8
`COC(=O)c1cc(NC(=O)c2ccccc2)c(=O)oc1C` is listed with -3 | 4.2 | -38 | -7 | 1 | -29 | 4 | -25 | 8 | -5 | -6
`O=C(/C=C/c1cccs1)NCc1cccs1` is listed with x | -0.2 | -151 | 4 | 0 | -22 | 10 | -79 | -14 | x | -14

(cont.)
Values run as follows: LMP1 NFkB inh | hiPSC survival | HIF-2a inh | CF NFkB inh | NR2E3 ag-2 | Shn3 inh set2 | KKLEB cytotox | Peg3 promoter | NR2E3 ag-1 | TRPM1 prom inh | TRAIL sens C8
NC1=NC(=O)C(Cc2ccccc2)S1 (centres undefined)
 : -9 | -0.3 | 6 | 6 | 2 | 14 | -7 | -11 | 4 | -7 | -9
CC(=O)Nc1ccc(NC(=O)C2C3CCC(C3)C2C(=O)O)cc1 (centres undefined)
 : 2 | -0.4 | 7 | -2 | 0 | 7 | 14 | 20 | -6 | 4 | 4
Cn1c(SCc2nc3ccccc3s2)nnc1-c1ccc2c(c1)OCO2
 : -23 | -3.3 | -138 | -6 | -2 | -60 | 6 | -78 | -90 | -27 | 5
COc1ccc(C2CCCN2C(=S)Nc2cccc(C)c2C)cc1OC (centres undefined)
 : 8 | -0.7 | 18 | 29 | -3 | -2 | 2 | 12 | 11 | -5 | -6
CC(C)Nc1ncnc2c1cnn2Cc1ccccc1Cl
 : 7 | 0.3 | 10 | 9 | 2 | 15 | 3 | 20 | -8 | 4 | 4
O=C(Cn1cnc2c(NCc3ccccc3)ncnc21)NCc1ccccn1
 : 2 | 0.2 | 5 | 0 | x | -6 | 11 | 5 | -16 | -8 | -8
CSc1ccc(S(=O)(=O)NCCSc2ccccn2)cc1
 : 3 | -0.2 | 8 | -10 | -3 | 18 | -5 | 8 | -11 | -10 | -31
O=C(CN(c1ccc(Cl)cc1)S(=O)(=O)c1ccc(Cl)c([N+](=O)[O-])c1)NCCc1ccc(F)cc1
 : -13 | -1.2 | 28 | -5 | -6 | 15 | -3 | 95* | -14 | 70* | -16
O=C(Nc1nnc(-c2ccco2)o1)C1CC1
 : -3 | -0.1 | 13 | 1 | -3 | -7 | 7 | 1 | 21 | -6 | -2
COc1ccc(OC)c(CCNC(=O)Cn2ccc3cc(S(=O)(=O)N4CCCC4)ccc32)c1
 : -9 | 0.6 | -3 | -6 | 1 | 18 | -17 | -5 | -29 | 7 | -21
CCOC(=O)c1ccc(NC(=O)c2ncn3c2C(=O)NC[C@@H]3C)cc1
 : 1 | 7.6 | -11 | 12 | x | 16 | -1 | -28 | -37 | x | 12
COCCCNc1ncnc2nc[nH]c12
 : 6 | 1.9 | -2 | -20 | 1 | 12 | 12 | -1 | -25 | -6 | 0
O=C(c1ccc(F)cc1F)N1CCCC(c2nc(-c3cccs3)no2)C1 (centres undefined)
 : -1 | -0.2 | -51 | -9 | 0 | 9 | -5 | -20 | -7 | 2 | 16

Screening data (PubChem BioAssay)

These rows are one share of the data. The share of hits here may be higher or lower than overall.
